Statin myotox sup – protects C2C12 myotubes from simvastatin toxicity | ATP luminescence, 48 h; scaled: DMSO 0, geranylgeraniol control 100 | rescue of ATP level, % at 7.49 µM | hit rate 0.78% among 330,000 | AID 602340;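 active means mean ATP rescue above about 67%, or every replicate alone reaching that limit, limit read from the data, passing the limit was not always enough; inconclusive means no clear call, values can overlap the other calls; inactive means mean under the limit and some replicate under it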;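 further: myotubes were challenged with 10 µM simvastatin during compound exposure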
S100A4 MyoIIA – S100A4-myosin IIA interaction inhibition. P26447. S100A4/TAMRA-MyoIIA peptide fluorescence polarization. inhibition, % at 10.7 µM. hit rate 0.14% among 360,000;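 active means mean inhibition of at least 70% across replicates, with every replicate also reaching that level; inconclusive means mean inhibition reaches 70% but some replicates fall short; inactive means mean inhibition below 70%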
Target sequence (P26447 whole entry, looked up): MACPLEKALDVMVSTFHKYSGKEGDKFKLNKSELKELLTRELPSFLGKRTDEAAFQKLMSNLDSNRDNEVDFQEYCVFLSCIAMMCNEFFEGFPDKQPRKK
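System – human S100A4 monomer protein, biochemical binding assay · Buffer or medium – Calcium-containing HEPES buffer, pH 7.2 · Timing – 5 min between mix addition and reading · Also added – TAMRA-labelled myosin IIA heavy-chain peptide probe, 5 nM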
LGR2 inh – blocks bursicon-induced cAMP signaling via Drosophila LGR2. HEK293 LGR2, CRE-luciferase, bursicon-stimulated, 4 h. inhibition, % at 9.99 µM. hit rate 0.35% among 380,000;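 active means drop in luminescence signal, shown as inhibition above about 50% in the replicate tests, limit read from the data, passing the limit was not always enough; inconclusive means probably only some replicates passing the limit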;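 further: agonist challenge used bursicon conditioned medium at about half maximal strength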
esBAF inh – blocks esBAF chromatin remodeling in mouse ES cells. Bmi1-luciferase knock-in reporter, 24 h; 100% = twice the neutral-well signal. reporter increase, % at 12.5 µM. hit rate 2% among 350,000. AID 602393; in the data active means activation above about 40%; inconclusive means no clear call, values can overlap the other calls;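 further: 0% = median of the plate's neutral control wells and 100% = double that signal; a rise in the Bmi1 reporter signal indicates esBAF inhibition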
CASP6 VEID inh – blocks human caspase-6 cleavage activity; P55212; purified caspase-6, Z-VEID-R110 cleavage fluorescence; inhibition, % at 12.5 µM; hit rate 0.53% among 350,000; AID 686996;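 active means mean inhibition across replicates at least about 35%, with every replicate also reaching that limit, limit read from the data; inconclusive means only one of the two criteria met; inactive means neither criterion met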;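 further: 0% = median of neutral control wells and 100% = no fluorescence left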
Target sequence (P55212 24-179 limits assumed): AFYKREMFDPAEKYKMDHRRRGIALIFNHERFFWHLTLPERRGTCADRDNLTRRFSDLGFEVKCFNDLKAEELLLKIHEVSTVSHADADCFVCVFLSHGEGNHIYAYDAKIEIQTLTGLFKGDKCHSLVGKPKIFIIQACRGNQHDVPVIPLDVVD
Target sequence (P55212 194-293 limits assumed): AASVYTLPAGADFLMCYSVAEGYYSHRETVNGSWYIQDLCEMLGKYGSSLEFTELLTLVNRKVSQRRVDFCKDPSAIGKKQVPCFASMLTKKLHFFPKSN
SIRT5 block – sirtuin-5 (human) deacylase inhibition. hit rate 1.1% among 330,000. Purified SirT5, succinyl-peptide AMC, trypsin-coupled fluorescence. Q9NXA8. inhibition, % at 15 µM; in the data active means inhibition above about 15%; inconclusive means no clear call, values can overlap the other calls
Target sequence (Q9NXA8 whole entry, looked up): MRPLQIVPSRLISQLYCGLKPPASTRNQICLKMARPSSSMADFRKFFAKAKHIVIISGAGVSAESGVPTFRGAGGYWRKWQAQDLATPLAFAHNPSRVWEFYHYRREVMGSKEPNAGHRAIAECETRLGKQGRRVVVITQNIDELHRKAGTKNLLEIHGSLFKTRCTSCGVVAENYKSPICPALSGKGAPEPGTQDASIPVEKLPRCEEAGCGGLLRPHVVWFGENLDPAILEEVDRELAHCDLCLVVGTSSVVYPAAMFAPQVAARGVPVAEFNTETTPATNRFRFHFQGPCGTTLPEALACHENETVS
FN deposit inh – fibronectin deposition inhibition; AID 743247; AH1F fibroblasts, Alexa488-fibronectin deposition fluorescence, overnight; hit rate 0.086% among 350,000; inhibition, % at 12.6 µM;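 active means mean inhibition across replicates of 30% or more, regardless of how many single replicates reach that level; inconclusive means mean under 30% yet at least half of replicates reach 30%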;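 further: positive control wells lacked labelled fibronectin entirely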
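Material – AH1F fibroblast monolayer, labelled fibronectin deposition · Reagent – labelled fibronectin 24 nM · Timing – 1 h adhesion, overnight exposure · Measured by – fluorescence at 485 nm excitation, 525 nm emission · Read-out – inhibition of fibronectin deposition signal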
* marks the source's active call; other numbers are inactive results; ? = inconclusive; / = no result given; & = joins results of further samples; ! = a repeat was not active. The list is partial, so the mix of outcomes need not match the whole.

Compound | Statin myotox sup | LGR2 inh | CASP6 VEID inh | FN deposit inh | esBAF inh | S100A4 MyoIIA | SIRT5 block
O=C(O)c1ccc(N=C2NC(=O)C(CO)(CO)S2)cc1 | 1 | -4 | -1 | 7 | -9 | 47 | 1
CCOc1ccc(NC(=O)CSc2nnc(-c3ccccn3)n2C)cc1 | 4 | / | / | 3 | 0 | / | /
C[C@H]1CN([C@@H](C)CO)C(=O)Cc2cc(NC(=O)Cc3cn(C)c4ccccc34)ccc2O[C@H]1CN(C)S(=O)(=O)c1cn(C)cn1 | -12 | 22 | -1 | -12 | -2 | -10 | 0
CCC(=O)c1ccc(OCC(=O)Nc2ccc(N3CCOCC3)cc2N2CCOCC2)cc1 | -4 | 0 | -3 | / | -4 | -6 | -11
NS(=O)(=O)OCc1ccc(C(F)(F)F)cc1 | 17 | 1 | 0 | -4 | -1 | 18 | /
Cc1ccc(C(=O)Nc2nc(C(N)C(C)C)cs2)cc1 (stereo not given) | 1 | -43 | -4 | -2 | 27 | -8 | -1
CCc1oc(-c2ccc(OC)cc2)c(C(=O)OCCCCCO)c1C(C)OCCO (stereo not given) | / | 5 | 7 | -6 | / | -1 | 1
Cc1sc2nc(CSCC(=O)Nc3ccc(C(F)(F)F)cc3)[nH]c(=O)c2c1C | 2 | -3 | 2 | -4 | -6 | -7 | -3
CC(=O)c1ccc(-c2cnc3c(NC=O)cc(-c4ccc(C(=O)NC5CC5)cc4)cn23)cc1 | -39 | 14 | 9 | 14 | 8 | -2 | -1
O=C(c1cc2c(ccc3ccccc32)o1)N1CCN(c2ncc(C(F)(F)F)cc2Cl)CC1 | 19 | / | / | -8 | 3 | / | /
C[C@H]1CN([C@@H](C)CO)C(=O)c2cc(NC(=O)CCCN(C)C)ccc2O[C@@H]1CN(C)Cc1ccc2c(c1)OCO2 | / | 20 | 0 | / | / | 2 | -1
CCOC(=O)C1CCCN(S(=O)(=O)c2nc3nc(C)cc(C)n3n2)C1 (stereo not given) | / | 1 | 37* | / | / | 2 | -1
C[C@@H]1CN([C@@H](C)CO)C(=O)c2cc(NC(=O)c3ccncc3)ccc2O[C@@H]1CN(C)S(=O)(=O)c1ccc(Cl)cc1 | -11 | -15 | 1 | 5 | 2 | -31 | -1
Cc1ccc2sc(N3CCN(C(=O)C4=COCCO4)CC3)nc2c1C | 3 | 5 | -4 | 4 | 1 | -2 | -2
COc1ccc(Nc2oc(-c3ccccc3)nc2C#N)cc1 | 1 | -49 | 1 | -8 | 47* | 3 | -4
CCC(=O)N1CC(=O)N2[C@H](C1)[C@H](c1ccc(-c3cccc(C(=O)N(C)C)c3)cc1)[C@@H]2CO | / | -11 | 1 | / | / | -2 | 0
Cc1ccc(Cn2nc(C)c(NC(=O)CSc3nc4c(c(C(F)(F)F)n3)CCc3ccccc3-4)c2C)cc1 | / | -14 | 0 | 0 | / | 0 | 0
O=C(Nc1nnc(-c2cccs2)o1)c1cccc(Oc2ccccc2)c1 | -6 | 11 | 5 | 11 | 4 | 1 | /
N#CC(C#N)=C(N)CSc1cccc[n+]1[O-] | / | -28 | -1 | -1 | / | 1 | -1
COCCNc1nnc(Cc2ccc(Cl)cc2)c(=O)[nH]1 | 5 | -5 | -1 | 0 | -3 | -3 | -3
C[C@H](CO)N1C[C@H](C)[C@H](CN(C)Cc2cncnc2)Oc2ncc(C#Cc3ccccn3)cc2C1=O | 32 | -3 | -1 | / | -5 | -46 | 1
O=C(Nc1nc(-c2cccs2)cs1)c1cccc(S(=O)(=O)N2CCCCC2)c1 | -2 | / | / | 7 | 3 | / | /
CCN1CCc2c(OCC(=O)Nc3ccc(C)cc3)cccc2C1=O | 2 | 4 | 0 | / | 4 | 3 | -3
CCCC#Cc1ccc2c(c1)O[C@H](CN(C)C(=O)C1CC1)[C@@H](C)CN([C@H](C)CO)S2(=O)=O | -3 | 19 | 1 | / | 1 | 12 | -2

A stretch of the results above:
Compound | Statin myotox sup | LGR2 inh | CASP6 VEID inh | FN deposit inh | esBAF inh | S100A4 MyoIIA | SIRT5 block
CCC(=O)N1CC(=O)N2[C@H](C1)[C@H](c1ccc(-c3cccc(C(=O)N(C)C)c3)cc1)[C@@H]2CO | / | -11 | 1 | / | / | -2 | 0
Cc1ccc(Cn2nc(C)c(NC(=O)CSc3nc4c(c(C(F)(F)F)n3)CCc3ccccc3-4)c2C)cc1 | / | -14 | 0 | 0 | / | 0 | 0
O=C(Nc1nnc(-c2cccs2)o1)c1cccc(Oc2ccccc2)c1 | -6 | 11 | 5 | 11 | 4 | 1 | /
N#CC(C#N)=C(N)CSc1cccc[n+]1[O-] | / | -28 | -1 | -1 | / | 1 | -1
COCCNc1nnc(Cc2ccc(Cl)cc2)c(=O)[nH]1 | 5 | -5 | -1 | 0 | -3 | -3 | -3
C[C@H](CO)N1C[C@H](C)[C@H](CN(C)Cc2cncnc2)Oc2ncc(C#Cc3ccccn3)cc2C1=O | 32 | -3 | -1 | / | -5 | -46 | 1
O=C(Nc1nc(-c2cccs2)cs1)c1cccc(S(=O)(=O)N2CCCCC2)c1 | -2 | / | / | 7 | 3 | / | /
CCN1CCc2c(OCC(=O)Nc3ccc(C)cc3)cccc2C1=O | 2 | 4 | 0 | / | 4 | 3 | -3
CCCC#Cc1ccc2c(c1)O[C@H](CN(C)C(=O)C1CC1)[C@@H](C)CN([C@H](C)CO)S2(=O)=O | -3 | 19 | 1 | / | 1 | 12 | -2

Next part
Compound | Statin myotox sup | LGR2 inh | CASP6 VEID inh | FN deposit inh | esBAF inh | S100A4 MyoIIA | SIRT5 block
CCOc1ccccc1NC(=O)COC(=O)COc1c(Cl)cc(Cl)c2ccc(C)nc12 | 3 | 0 | -1 | -6 | -11 | -2 | -7
Cc1ccc2nc(SCC(=O)N3CCN(c4ccccc4)CC3)[nH]c2c1 | / | -1 | -2 | -3 | / | -1 | 4
Cc1ccccc1S(=O)(=O)Cc1ccc(C(=O)NC2CCCC2)o1 | / | -11 | 1 | -3 | / | 12 | -1
FC(F)(F)c1cnc(N2CCCN(C(=S)Nc3ccccc3)CC2)c(Cl)c1 | -5 | 15 | 6 | -13 | 18 | -7 | -3
C[C@@H]1CN([C@H](C)CO)C(=O)c2cc(NC(=O)Nc3ccc(F)cc3)ccc2O[C@@H](C)CCCCO[C@H]1CN(C)Cc1ccc2c(c1)OCO2 | -398 | 13 | 0 | / | -9 | -4 | -3
CN1CCN(c2nc3ccccn3c(=O)c2/C=C(\C#N)S(=O)(=O)c2ccc(Cl)cc2)CC1 | / | -26 | 8 | -7 | / | -6 | 3
CCc1cccc(C)c1NC(=O)C1CC(=O)N(C2CCCC2)C1 (stereo not given) | -4 | 2 | 1 | -5 | -5 | -1 | -4
Cc1nc2ccc(NC(=O)N3CCSCC3)cc2s1 | -6 | / | / | 6 | 26 | / | /
O=C1c2ccccc2/C(=C\c2ccc(Br)nc2)N1c1ccccc1 | / | -13 | -4 | 12 | / | 1 | /
CCOC(=O)Nc1nnc(Cc2ccc(Cl)c(Cl)c2)s1 | / | -25 | 0 | -6 | / | 1 | -7
CC1=CC(C)(C)NC(=S)N1c1cccc(Cl)c1 | -3 | 5 | 0 | / | 0 | 7 | /
O=S(=O)(c1cc(F)ccc1F)N1CCN(C2CCCCC2)CC1 | / | -9 | 10 | 4 | / | -5 | -2
COc1ccc(-n2c(C)csc2=S)cc1 | -4 | / | / | 7 | 4 | / | /
CCCNC(=O)Nc1ccc2c(c1)OC[C@H](C)N(C(=O)c1ccccc1F)C[C@H](C)[C@H](OC)CN(C)C2=O | 8 | 8 | 1 | -28 | 1 | -8 | 2
COc1ccc(S(=O)(=O)N(C)C[C@H]2OCc3ccccc3-c3c(n(C)c4ccccc34)C(=O)N([C@H](C)CO)C[C@@H]2C)cc1 | / | 15 | -1 | 4 | 3 | 7 | -2
C[C@H](CO)N1C[C@H](C)[C@@H](CN(C)CC2CCCCC2)Oc2ccc(NC(=O)Cn3cnnn3)cc2C1=O | 7&-4 | 0&10 | -7&-10 | 13 | 0&-5 | 9&1 | 15*!
C[C@@H]1[C@H](O)C[C@@]23COC(=O)C2=CCC[C@@H]3[C@@]1(C)CC/C(=C/CO)CO | -2 | 9 | -7 | / | -12 | -2 | 0
C[C@H]1CN([C@@H](C)CO)C(=O)c2cc(NC(=O)Nc3ccc4c(c3)OCO4)ccc2O[C@H]1CN(C)Cc1ccc(C(=O)Nc2ccccc2N)cc1 | / | -4 | -3 | / | -4 | 6 | 3
O=C(O)CN1C(=O)C(=O)N(Cc2ccc(Cl)c(Cl)c2)C1=O | -8 | 14 | -1 | 1 | -5 | -3 | -2
CNC[C@@H]1OCCCC[C@@H](C)Oc2ccc(NS(C)(=O)=O)cc2C(=O)N([C@@H](C)CO)C[C@H]1C | 20 | 20 | / | / | -2 | / | /
COC(=O)c1ccc(OCC(O)CN(CCO)CC(O)Cn2ccc3ccccc32)cc1 (stereo not given) | / | 4 | -3 | 15 | / | -2 | 2
COc1ccc(OC)c(NC(=O)c2cccc(NC(=O)c3ccccc3)c2)c1 | -3 | -1 | -2 | 2 | 0 | -6 | -4
COc1ccc(S(=O)(=O)NCCc2ccccc2)c2cccnc12 | -5 | 8 | -2 | 2 | -4 | 2 | -4
Cc1cc(S(=O)(=O)N2CCOCC2)ccc1OCC(=O)NCCCn1ccnc1 | 6 | 3 | -7 | 12 | 4 | 12 | 0
CCOC(=O)N1CCN(C(=O)c2ccc(N(Cc3ccccc3Cl)S(C)(=O)=O)cc2)CC1 | 0 | -7 | -6 | -2 | 6 | -7 | 1
C=C(c1ccc2nc(NC(=O)OC)[nH]c2c1)c1cccs1 | / | -91 | -1 | 0 | / | 5 | /
COc1ccc(Cl)cc1NC(=O)Cn1nnc(C(=O)NCCc2ccc(OC)c(OC)c2)c1N | 35 | -31 | 1 | 11 | 1 | -7 | 0
COc1ccc(S(=O)(=O)N(C)C[C@@H]2Oc3ccc(NC(=O)CCCCCC(=O)Nc4ccccc4N)cc3CC(=O)N([C@@H](C)CO)C[C@@H]2C)cc1 | 7 | -2 | -2 | / | -7 | 8 | /
CC(=O)Nc1ccc(NC(=O)c2c([N+](=O)[O-])c(C(C)(C)C)nn2C)cc1 | / | 9 | 1 | 1 | / | 1 | -4
Cc1ccc(S(=O)(=O)N2CCOCC2)cc1C(=O)OC1CCCCC1=O (stereo not given) | 3 | / | 4 | / | 4 | 2 | 0
O=C(/C=C/c1c(F)cccc1Cl)Nc1ccncc1 | -5 | -12 | / | 8 | 62* | / | /
COc1ccc(N2CCN(C(=O)CCc3nnc4ccc(N5CCCC5)nn34)CC2)cc1 | -3 | 1 | 2 | 2 | -2 | 1 | -1
N#C[C@@H]1[C@H](c2ccccc2)[C@@H](CO)N1C(=O)Cc1ccccn1 | -6 | 7 | 2 | 17 | -3 | 3 | -1
Cc1c(Cl)cccc1N=Cc1ccc([N+](=O)[O-])s1 | ? | 2 | / | 9 | 5 | / | /
O=C(NCC1CCCCC1)[C@H]1[C@H](CO)[C@H]2Cn3c(ccc(-c4ccccc4F)c3=O)[C@@H]1N2 | -9 | -2 | 0 | / | 5 | 2 | -12
COc1ccc2c3c(n(C)c2c1)[C@@H](CO)N(C(=O)Nc1ccc(F)cc1)CC31CCN(C(=O)Nc2c(C)noc2C)CC1 | / | 7 | 1 | 1 | / | 5 | 3
COc1ccc(OC)c(NC(=O)c2ccc3c(=O)n(CCc4ccccc4)c(=S)[nH]c3c2)c1 | -91 | / | 2 | -6 | 4 | -5 | -2
CCOCC(=O)Nc1nc2c(s1)C(=O)CC(C)(C)C2 | -9 | 16 | -1 | 0 | -3 | -1 | /
C[C@@H]1CCCCO[C@H](CN(C)C(=O)c2ccccc2)[C@@H](C)CN([C@@H](C)CO)C(=O)c2cc(NC(=O)CCC(F)(F)F)ccc2O1 | / | 6 | -1 | 0 | -1 | -2 | -2
CCC(C)Sc1ccc([C@H]2N[C@@](C)(C(=O)OC)[C@H]3C(=O)N(CC)C(=O)[C@@H]23)cc1 (stereo not given in full) | -3 | -9 | 3 | 7 | 4 | -4 | 0
